Screening data: PubChem BioAssay, several laboratories
HTR2A ag = activates the mouse 5-HT2A serotonin receptor; CHO-K1 mHTR2A beta-arrestin complementation, luminescence; percent of 30 µM serotonin response; activation, % at 7.6 µM; hit rate 0.66% among 360,000; AID 624169;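 active = activation above a run cutoff, the mean activation of all tested compounds plus 3 SD, cut at about 14% in these data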;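 also: 0% = plate median of compound wells and 100% = 30 µM serotonin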
N-glyco inh = blocks N-linked glycosylation in D54 reporter cells. reporter increase, % at 12.5 µM. AID 588692. D54 ERlucT glycosylation luciferase reporter, 24 h; percent of 100 nM tunicamycin response. hit rate 0.23% among 360,000;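 active = mean luciferase reporter signal, scaled so untreated is 0 and the glycosylation-blocking control 100, at or above a set limit in every replicate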;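 also: luciferase carries N-glycosylation sites so blocking glycosylation raises the light; 0% = median of neutral control wells and 100% = median of 100 nM tunicamycin wells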
ABCB6 inh MLPCN = human ABCB6 transporter inhibition | Q9NP58 | K562-ABCB6 porphyrin accumulation, flow cytometry, 1 h; stronger effect = lower value | fluorescence ratio to DMSO, % at 10 µM | hit rate 0.19% among 360,000;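 active = fluorescence ratio to DMSO below 75%, the collection mean minus 3 SD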;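 also: signal is porphyrin accumulated inside mitochondria; 100% equals median channel fluorescence of DMSO control wells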
Target sequence (Q9NP58 whole entry, looked up): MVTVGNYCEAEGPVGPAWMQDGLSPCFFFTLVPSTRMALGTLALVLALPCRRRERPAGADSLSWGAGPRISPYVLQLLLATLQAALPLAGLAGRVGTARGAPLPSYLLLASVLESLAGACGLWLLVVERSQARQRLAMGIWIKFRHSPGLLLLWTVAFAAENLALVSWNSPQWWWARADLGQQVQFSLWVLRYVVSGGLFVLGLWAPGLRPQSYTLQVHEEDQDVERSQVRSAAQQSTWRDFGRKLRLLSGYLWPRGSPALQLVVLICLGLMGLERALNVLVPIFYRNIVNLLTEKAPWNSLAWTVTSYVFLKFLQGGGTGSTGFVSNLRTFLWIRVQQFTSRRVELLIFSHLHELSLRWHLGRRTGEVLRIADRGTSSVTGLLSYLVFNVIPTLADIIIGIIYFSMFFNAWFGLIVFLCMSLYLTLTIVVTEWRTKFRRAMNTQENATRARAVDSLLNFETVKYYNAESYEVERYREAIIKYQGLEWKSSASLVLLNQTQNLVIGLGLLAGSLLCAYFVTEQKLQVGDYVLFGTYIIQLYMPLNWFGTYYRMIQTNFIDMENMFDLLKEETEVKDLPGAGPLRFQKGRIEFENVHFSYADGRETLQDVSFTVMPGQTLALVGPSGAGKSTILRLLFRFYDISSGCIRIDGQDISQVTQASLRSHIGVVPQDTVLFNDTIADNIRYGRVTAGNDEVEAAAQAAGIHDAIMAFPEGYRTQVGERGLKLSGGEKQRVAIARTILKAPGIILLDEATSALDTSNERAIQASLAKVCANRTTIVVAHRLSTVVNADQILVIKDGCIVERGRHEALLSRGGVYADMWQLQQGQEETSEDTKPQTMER
H9c2 protect = modulators protecting cardiomyocytes from myocardial damage. H9c2 cardiomyocytes, H2O2 injury protection, ATPLite, 2 h. protection from H2O2 cell death, % at 20 µM. hit rate 0.63% among 360,000. AID 588492;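 active = compounds giving at least 50% protection of heart cells from peroxide-induced death in the single-dose screen, raw or plate-pattern-corrected value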;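 also: 0% = DMSO wells with peroxide and 100% = DMSO wells without peroxide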
hiPSC survival = increases survival of single human iPS cells; hiPSC single-cell survival, ATPlite luminescence; 100% = ROCK inhibitor wells, 0% = DMSO; survival enhancement, % at 20 µM; hit rate 0.044% among 360,000; AID 602274; in the data active = survival enhancement above about 18%;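 also: cells exposed to compounds for 16 hours before the ATP read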
CaV13 FRET inh = Disruptors of the CACNA1D IQ motif to Ca2+-dependent inactivation inhibitor domain association, primary screening, Förster resonance energy transfer in intact living … | HEK cells, CFP/YFP FRET ICDI-IQ, plate reader, 10 min; percent FRET-ratio fall versus neutral wells | inhibition, % at 12.3 µM | hit rate 0.098% among 340,000 | AID 743397;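 active = mean replicate inhibition of at least 30% and at least 1% of replicates passing that level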;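 also: 0% = median of the neutral control wells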
PDI turbidity = inhibitors of human protein disulfide isomerase. P07237. PDI insulin aggregation turbidity, A650, 90 min. inhibition, % at 10 µM. hit rate 0.052% among 350,000. AID 588391;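 active = mean inhibition across replicates of 30% or more, whatever share of single replicates reach that level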;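 also: absorbance from insulin aggregation driven by PDI reduction with DTT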
Exocytosis inh = lytic granule exocytosis inhibition | TALL-104 LAMP-1 surface exposure, flow cytometry; cells stimulated with thapsigargin and PMA | AID 651702 | hit rate 0.66% among 360,000 | inhibition, % at 10 µM;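 active = inhibition above about 55%, limit read from the data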
Vif imaging = blocks HIV Vif function; HEK293T cells, Vif self-association by quenched fluorescence, imaging, 24 h; inhibition, % at 7.49 µM; hit rate 0.35% among 340,000; AID 602346; in the data active = inhibition above about 50%, passing the limit was not always enough; also: some results filed as inactive read as strong as hits
aDG glyco up = increases alpha dystroglycan glycosylation. hit rate 0.22% among 360,000. AID 624168. Pro5-aDG cells, alpha-DG glycosylation AlphaScreen (IIH6); 0% Pro5, 100% B10-LARGE cell signal. activation, % at 10 µM;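 active = activation of at least 8% versus controls, or a plate z-score of at least 8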;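 also: Pro5 are CHO cells carrying HIG-tagged alpha-DG that lacks glycosylation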
* hit, by the source's call; x = not tested or not shown.

SMILES | HTR2A ag | N-glyco inh | ABCB6 inh MLPCN | H9c2 protect | hiPSC survival | CaV13 FRET inh | PDI turbidity | Exocytosis inh | Vif imaging | aDG glyco up
O=C(CCNC(=O)N1CCn2c1nc1ccccc12)NCc1ccccc1Cl | 2 | 2 | 83 | -2 | 0.9 | -3 | -7 | 3 | -4 | -0.1
CCC1C(=O)N=C(SCC(=O)Nc2cccc3ccccc23)NC1=O (configuration not stated) | 1 | 4 | 102 | 1 | 0.5 | -4 | 0 | 1 | -2 | 0.0
O=C(NCC1CCCO1)c1cccc(Br)c1 (configuration not stated) | 0 | -2 | 94 | 9 | -1.3 | -7 | 5 | 1 | x | -0.2
Cc1ccc(C)c(-n2c(-c3cccnc3)n[nH]c2=S)c1 | 0 | 0 | 90 | 1 | 3.4 | 2 | -1 | -1 | -5 | -0.2
O=C(c1cc2ccccc2c(=O)o1)N1CCCCCC1 | 2 | 1 | 101 | -4 | 0.5 | -5 | 3 | -3 | -2 | 0.0
COC(=O)C1=CNC=C(C(=O)OC)C1c1ccccc1Cl | 14 | 3 | 82 | -8 | -3.6 | -4 | 3 | -2 | -5 | 0.0
Cc1ccccc1S(=O)(=O)NCc1ccc(N2CCN(C)CC2)cc1 | -18 | 2 | 95 | 2 | 0.0 | -17 | 11 | 13 | 5 | 0.0
CC(C)C[C@@H](CN1CCCC1CN1C(=S)NC[C@@H]1Cc1ccc(O)cc1)N1C[C@H](Cc2ccccc2)N(CCc2ccccc2)C1=S (some centres not stated) | -2 | -9 | 96 | -17 | -3.3 | -6 | 0 | 18 | x | -0.1
COc1cccc(-c2nc3ccc(C(=O)NC(C)Cc4cccnc4)cc3o2)c1 (configuration not stated) | 1 | -4 | 94 | 29 | -0.5 | -18 | 3 | -7 | 5 | 0.0
CC(C)CCn1cnc2c(oc3nc4c(cc32)CCCC4)c1=O | 6 | -19 | 96 | -8 | -0.6 | -4 | -6 | -5 | 6 | 0.1
CC(C)CC1Nc2ccc(C(=O)NCCCN3CCCCC3C)cc2NC1=O (configuration not stated) | -7 | 1 | 90 | -2 | 0.8 | -6 | 2 | -4 | 1 | -0.3
COc1ccc([N+](=O)[O-])cc1NC(=O)Cn1ccsc1=N | 1 | 4 | 99 | 4 | 2.9 | -8 | 0 | -8 | 0 | -0.2
CC(Sc1nc2c(c(=O)n(C)c(=O)n2C)n1Cc1cc2c(cc1Cl)OCO2)C(=O)O (configuration not stated) | 1 | 0 | 94 | -4 | 1.7 | -4 | 0 | -1 | 1 | -0.3
COc1ccc(OCCCC(=O)ON=C(N)c2ccccc2C)cc1 | 0 | -2 | 96 | -4 | -0.3 | -2 | -5 | -6 | -2 | 0.1
O=C(O)c1cc2ccccc2cn1 | 3 | -1 | 100 | 2 | 0.0 | -5 | 8 | -6 | -13 | -0.3
O=C(CCS(=O)(=O)c1ccccc1)Nc1nnc(C(F)(F)F)s1 | -2 | -7 | 98 | 3 | 0.4 | -3 | -12 | 4 | 11 | -0.1
Cc1ccc(C(=O)O/N=C(\N)c2ccc(C(F)(F)F)cn2)cc1 | 4 | 2 | 100 | 0 | 1.9 | -5 | -3 | -1 | -3 | 0.1
COc1ccc(CCNC(=O)c2cc(-c3ccccc3)on2)cc1OC | 3 | 7 | 92 | -3 | 1.2 | -7 | -7 | 3 | x | -0.1
O=C(COc1ccccc1Cl)Nc1ccc(CN2CCCCC2)cc1 | -5 | 0 | 101 | 6 | -0.5 | -7 | -1 | -3 | 0 | -0.3
CSc1nc2ccc(S(=O)(=O)N3CCCCC3)cc2s1 | -3 | -4 | 98 | -8 | 1.2 | x | 5 | 0 | -11 | 0.0
COc1ccc(S(=O)(=O)c2c(O)c3ccc(C(=O)Nc4ccccc4)cc3[nH]c2=O)cc1 | -1 | 2 | 98 | -1 | 0.0 | -13 | -6 | -4 | -2 | 0.3
O=C(Nc1cc(Cl)ccc1-n1cncn1)c1cc(S(=O)(=O)N2CCOCC2)ccc1F | -1 | 1 | 104 | -1 | -0.1 | x | -2 | 2 | -9 | -0.1
O=C(COC(=O)c1ccc([N+](=O)[O-])s1)NCc1ccc(F)cc1 | 3 | 1 | 101 | 13 | -1.0 | -6 | -2 | 1 | -11 | 0.0
COc1ccc(C(=O)Nc2ccncc2)cc1[N+](=O)[O-] | 6 | 1 | 103 | 0 | 0.5 | -5 | 2 | -9 | -2 | 0.0
CC(=O)NC1C(=O)N(CCN2CCOCC2)c2ccc(F)cc21 (configuration not stated) | 5 | 1 | 94 | 5 | -0.1 | -4 | -1 | -7 | 3 | -0.1
CC(C)CC(=O)N=C1SC2CS(=O)(=O)CC2N1Cc1ccccc1 (configuration not stated) | 9 | 0 | 93 | -2 | -2.9 | -5 | -8 | 0 | -2 | -0.1
Cc1c(CCOC(=O)CC23CC4CC(CC(C)(C4)C2)C3)sc[n+]1CC(=O)c1ccccc1 | -5 | 0 | 94 | -37 | -0.5 | -4 | 10 | 97* | 4 | 0.1
Cc1cc(C(=O)CC#N)c(C)n1-c1c(C)n(C)n(-c2ccccc2)c1=O | 3 | 1 | 97 | 13 | -0.4 | -4 | -3 | 1 | -4 | -0.4
CCCCNS(=O)(=O)c1ccc2nc(SCC(=O)Nc3sccc3C#N)[nH]c2c1 | -2 | -4 | 95 | -37 | -0.6 | -4 | 13 | 0 | 13 | 0.1
O=C(COC(=O)Cc1ccc(F)cc1)NC(=O)NC1CCCC1 | -5 | 2 | 96 | 2 | 0.8 | -5 | 1 | -3 | x | 0.1
O=C(CN1CCCCC1)N1CCc2ccccc21 | -5 | 1 | 97 | 11 | -0.7 | -6 | 4 | -11 | -7 | 0.0
C[N+]1(C2CCC3CCC2C3O)CCCC1 (configuration not stated) | -4 | 4 | 91 | 1 | 1.3 | -4 | 4 | 1 | 17 | 0.0
O=[N+]([O-])c1cccc(S(=O)(=O)Nc2cccc(-c3ccc(N4CCCC4)nn3)c2)c1 | -2 | -1 | 95 | -7 | -0.4 | -5 | 0 | -1 | -2 | 0.0
O=C(NCCCn1ccnc1)/C(=C\c1cccnc1)NC(=O)c1ccccc1Br | 3 | 2 | 95 | 0 | 1.1 | -5 | 4 | 1 | 2 | -0.1
Cc1ccsc1/C=C(\C#N)C(=O)NC1CCS(=O)(=O)C1 (configuration not stated) | -2 | 0 | 94 | -2 | 3.3 | -5 | -7 | 1 | -35 | -0.2
CCCCCC(=O)N1C[C@H](O)[C@@H](n2cc(COC(=O)c3ccccc3)nn2)C[C@@H]1c1ccc(C)cc1 | -4 | 0 | 99 | -2 | 2.3 | -10 | -9 | -2 | 5 | -0.2
O=C(NCCCN1CCOCC1)NC1CCCCC1 | 4 | -1 | 96 | 7 | 13 | -5 | -5 | 4 | 9 | 0.2
Cc1cccc(-n2c(N)cc(=O)[nH]c2=S)c1C | -1 | 1 | 103 | -4 | 4.7 | -1 | 14 | -1 | 12 | 0.2
O=C(Nc1ccc(S(=O)(=O)Nc2ncccn2)cc1)c1nn(Cc2ccccc2)c(=O)c2ccccc12 | -2 | -1 | 104 | 7 | 0.3 | -6 | 0 | -6 | -5 | -0.2
COc1ccc(C)cc1NC(=O)Nc1ccc2c(c1)CCC2 | -9 | 1 | 106 | -7 | 0.0 | x | 3 | 1 | -2 | 0.2
CCC(CC)C(=O)Nc1ccc(C(=O)c2ccccc2)cc1 | -7 | -2 | 104 | 1 | 3.3 | -7 | -1 | -4 | -7 | 0.1
O=S(=O)(Nc1ccc(S(=O)(=O)N2CCOCC2)cc1)c1ccccc1 | -1 | 0 | 100 | -6 | 5.3 | -4 | 1 | -6 | 3 | -0.2
COc1ccc(C)cc1NC(=O)CN1CCN(S(=O)(=O)c2ccc(Br)cc2)CC1 | 0 | -3 | 97 | -2 | -1.6 | -2 | 1 | 2 | 14 | 0.3
Cn1cc(C2CC(c3ccccc3)=NN2C(=O)c2ccccc2)c2ccccc21 (configuration not stated) | 0 | 0 | 97 | -4 | 0.3 | -5 | -8 | -4 | -5 | -0.4
O=C(CSc1ccccn1)N1CCN(c2ncc(C(F)(F)F)cc2Cl)CC1 | 2 | 0 | 104 | -4 | 0.4 | -21 | -1 | -2 | 7 | 0.1
CC(C)(C)S(=O)(=O)c1c(C(=O)O)cccc1C(=O)O | 1 | 1 | 98 | 1 | -0.3 | -5 | -6 | 0 | 6 | -0.1
O=C(CSc1nnc(-c2ccccc2)o1)c1ccc2c(c1)OCCO2 | -4 | 1 | 94 | -2 | -0.1 | -5 | -3 | 1 | 5 | -0.1
CCc1c(C)nc(SCc2cccnc2)[nH]c1=O | 4 | 3 | 103 | -2 | 3.6 | x | -3 | -2 | -4 | -0.1
CCOC(=O)N1CCC(n2c(SCC(=O)OCc3ccccc3)nc3ccsc3c2=O)CC1 | 1 | -2 | 96 | 2 | 4.8 | -8 | -7 | -3 | -7 | 1.5
CC(=O)Nc1ccc(NC(=O)c2ccccc2N(C)S(=O)(=O)c2ccccc2)cc1 | 6 | 0 | 99 | 9 | -0.6 | -4 | 1 | 5 | 3 | -0.1

Of the compounds above, six have a Cl atom.
SMILES | HTR2A ag | N-glyco inh | ABCB6 inh MLPCN | H9c2 protect | hiPSC survival | CaV13 FRET inh | PDI turbidity | Exocytosis inh | Vif imaging | aDG glyco up
O=C(CCNC(=O)N1CCn2c1nc1ccccc12)NCc1ccccc1Cl | 2 | 2 | 83 | -2 | 0.9 | -3 | -7 | 3 | -4 | -0.1
COC(=O)C1=CNC=C(C(=O)OC)C1c1ccccc1Cl | 14 | 3 | 82 | -8 | -3.6 | -4 | 3 | -2 | -5 | 0.0
CC(Sc1nc2c(c(=O)n(C)c(=O)n2C)n1Cc1cc2c(cc1Cl)OCO2)C(=O)O (configuration not stated) | 1 | 0 | 94 | -4 | 1.7 | -4 | 0 | -1 | 1 | -0.3
O=C(COc1ccccc1Cl)Nc1ccc(CN2CCCCC2)cc1 | -5 | 0 | 101 | 6 | -0.5 | -7 | -1 | -3 | 0 | -0.3
O=C(Nc1cc(Cl)ccc1-n1cncn1)c1cc(S(=O)(=O)N2CCOCC2)ccc1F | -1 | 1 | 104 | -1 | -0.1 | x | -2 | 2 | -9 | -0.1
O=C(CSc1ccccn1)N1CCN(c2ncc(C(F)(F)F)cc2Cl)CC1 | 2 | 0 | 104 | -4 | 0.4 | -21 | -1 | -2 | 7 | 0.1

More structures follow:
SMILES | HTR2A ag | N-glyco inh | ABCB6 inh MLPCN | H9c2 protect | hiPSC survival | CaV13 FRET inh | PDI turbidity | Exocytosis inh | Vif imaging | aDG glyco up
O=C(NC1CCS(=O)(=O)C1)Oc1ccc(Cl)cc1 (configuration not stated) | 5 | 3 | 101 | 1 | 3.1 | -5 | 4 | -1 | 16 | -0.2
Cc1nn(C(C)C(=O)NC2CCCCCC2)c(=O)c2nn(-c3ccccc3)c(C)c12 (configuration not stated) | -5 | -2 | 98 | -2 | -0.5 | -8 | 0 | -2 | -1 | -0.2
Cc1ccc2c(ccc(=S)n2C)c1 | 3 | 3 | 104 | -3 | 5.2 | -6 | -1 | 10 | 12 | 0.1
Cc1ccc(S(=O)(=O)N2CCCCC2)cc1NC(=O)COC(=O)c1ccc(O)cc1 | -8 | 1 | 98 | -16 | 8.9 | -4 | 3 | -2 | -3 | 0.5
